# HT1080 IDH1KD tx = kills HT-1080 cells with IDH1 knockdown | HT-1080 IDH1 knockdown viability, ATP luminescence, 48 h | Potency, µM (highest dose often 46.1 µM), inactives show at the highest dose activity, negative = toxicity, hits mostly cytotoxic | 2% of 360,000 active;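 further: potency means the concentration at half of the fitted maximal effect; 0% = DMSO wells and -100% = cell-free medium wells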
#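 HT-1080-IDH1KD cells (IDH1 knocked down), 750/well in RPMI with 5% FBS, treated with compound 48 h at 37 degrees C. Viability by CellTiter-Glo luminescence, normalised to DMSO and no-cell wells; concentration-response curves classed.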
# KB-3-1 cytotox = KB-3-1 parental cell cytotoxicity; Potency, µM (doses to about 46.1 µM), without a hit: at the highest dose activity change, negative = cytotoxic, hits mostly cytotoxic; AID 1347075; 1.4% of 400,000 active; KB-3-1 viability, CellTiter-Glo ATP luminescence, 72 h; further: potency means the concentration at half of the fitted maximal effect; on the % scale 0 is the no-effect control and ±100 the full control effect; nearly all actives have a fitted effect of over 60% in size
#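 Cytotoxicity in the drug-sensitive parental line KB-3-1 was scored as loss of CellTiter-Glo luminescence following 72 h incubation with compound. Values come from curve fitting of normalized concentration-response data.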
# D3 antag = antagonists of human D3 dopamine receptor | P35462 | D3R cells, DiscoveRx beta-arrestin luminescence, antagonist mode; hits give low values | max response, negative = inhibition, % | 2.5% of 360,000 active | AID 652054; in the data active means max response below about -50%; inconclusive means no clear call, values can overlap the other calls; further: on the % scale 0 is the no-effect control and ±100 the full control effect; mostly tested at two doses, the higher about 12 µM
# Target sequence (P35462 whole entry, looked up): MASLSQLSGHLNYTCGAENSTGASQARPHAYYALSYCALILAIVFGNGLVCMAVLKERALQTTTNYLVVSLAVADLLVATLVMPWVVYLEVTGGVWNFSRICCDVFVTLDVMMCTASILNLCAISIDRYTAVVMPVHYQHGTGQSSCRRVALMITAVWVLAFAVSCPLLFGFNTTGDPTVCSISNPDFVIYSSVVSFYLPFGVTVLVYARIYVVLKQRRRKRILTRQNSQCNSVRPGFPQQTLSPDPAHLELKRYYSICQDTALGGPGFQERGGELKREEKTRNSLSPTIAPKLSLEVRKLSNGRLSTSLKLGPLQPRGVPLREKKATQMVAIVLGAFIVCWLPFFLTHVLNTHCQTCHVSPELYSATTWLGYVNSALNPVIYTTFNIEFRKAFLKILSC
#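 Cells expressing the human receptor were seeded at 1500 cells/well, incubated overnight at 37 degrees C in 5% CO2, then exposed to library compounds with dopamine controls for 90 minutes at 37 degrees C before luminescent detection.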
# DRD3 agonist = activates the human D3 dopamine receptor | P35462 | max activation, % | 0.58% of 410,000 active | D3R DiscoveRx beta-arrestin cells, luminescence, 90 min; in the data active means max activation above about 30%; further: 0% is about no effect; mostly tested at two doses, the higher about 12 µM
#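 Agonist mode: compounds and dopamine controls were applied to plated cells for 90 min at 37 degrees C after an overnight attachment at 1500 cells/well. Luminescent read-out followed 30 - 60 minutes at room temperature with DiscoveRx detection reagent.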
# IL-1B inflam inh = inhibitors of inflammasome signaling (IL-1 beta secretion) | 4.7% of 360,000 active | AID 743279 | activity change, % at 57.5 µM | THP-1 LPS/ATP IL-1B secretion, AlphaLISA, 16 h; hits give low values; in the data active means activity change below about -50%; inconclusive means mostly about -30% to -49%; further: on the % scale 0 is the no-effect control and ±100 the full control effect
#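 THP-1 cells pretreated 1 hr with compounds (up to 57.5 uM final), then stimulated with LPS (250 ng/mL final) plus ATP (1.25 mM final); secreted IL-1B measured by AlphaLISA after 16 hr, decreased signal indicating inhibition.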
# SW480 rereplic = inducers of DNA re-replication in SW480 colon cancer cells; SW480 DNA re-replication, Hoechst DNA content imaging, 48 h; Potency, µM (top dose mostly 46.1 µM), for inactives: at the top dose re-replication activation, actives largely listed as activators; 1.8% of 340,000 active; AID 624297; further: potency means the concentration at half of the fitted maximal effect; % of control where 0% means no effect; nearly all actives have a fitted effect of over 55% in size
#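 Cells (250 per well) received 23 nL compound or DMSO by pin tool and were kept 48 hr at 37 C, 5% CO2. Nuclei were then stained with Hoechst for 40 min and scanned for DNA content.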
# GLP1R ag = GLP-1 receptor (human) agonism. P43220. HEK293 GLP-1R CRE-luciferase, luminescence, 4-6 h; cells express a hypersensitive GLP-1R form. Potency, µM (doses to about 45.6 µM), for the others: at the highest dose activation, most hits filed as activators. 0.007% of 380,000 active; further: potency means the concentration at half of the fitted maximal effect; % of control where 0% means no effect
# Target sequence (P43220 whole entry, looked up): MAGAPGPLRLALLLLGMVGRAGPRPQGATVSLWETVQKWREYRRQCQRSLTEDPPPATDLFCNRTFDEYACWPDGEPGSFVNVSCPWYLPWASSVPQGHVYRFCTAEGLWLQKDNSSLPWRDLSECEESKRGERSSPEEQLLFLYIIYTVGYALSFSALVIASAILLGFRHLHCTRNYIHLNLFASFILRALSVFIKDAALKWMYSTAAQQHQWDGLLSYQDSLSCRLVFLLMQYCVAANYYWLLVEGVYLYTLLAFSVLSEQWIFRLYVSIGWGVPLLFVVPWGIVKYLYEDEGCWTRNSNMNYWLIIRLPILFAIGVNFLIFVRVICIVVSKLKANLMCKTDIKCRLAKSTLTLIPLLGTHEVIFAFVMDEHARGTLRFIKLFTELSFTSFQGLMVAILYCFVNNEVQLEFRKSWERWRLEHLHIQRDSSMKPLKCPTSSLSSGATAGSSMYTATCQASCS
# HT1080NT lethal = kills 2HG-producing HT-1080-NT fibrosarcoma cells. HT-1080-NT fibrosarcoma viability, CellTiter-Glo ATP luminescence, 48 h. Potency, µM (doses to about 46.1 µM), for the others: top-dose activity, negative = less viability, actives largely listed as cytotoxic. 1.6% of 360,000 active;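 further: NT is the 2HG producing partner of a matched IDH1 knockdown line; potency means the concentration at half of the fitted maximal effect; 0% = DMSO-treated cells and -100% = media-only wells without cells; nearly all actives have a fitted effect of over 55% in size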
#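 HT-1080-NT; 750 cells/well; 5% FBS RPMI; 48 h compound, 37 degrees C; CellTiter-Glo luminescence; curve fitting and curve-class assignment.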
# KB-V1 MDR tox = KB-V1 MDR subline cytotoxicity; 3.4% of 400,000 active; KB-V1 MDR cells viability, CellTiter-Glo, 72 h; Potency, µM (highest dose often 46.1 µM), inactives show at the highest dose activity change, negative = cytotoxicity, hits mostly cytotoxic; further: potency means the concentration at half of the fitted maximal effect; on the % scale 0 is the no-effect control and ±100 the full control effect; nearly all actives have a fitted effect of over 60% in size
#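 Cytotoxicity via CellTiter-Glo luminescence after 72 h compound exposure at 37 degrees C. Cells: drug-selected KB-V1 line, DMEM phenol-red free plus 10% FBS. Compounds tested at multiple concentrations; normalized data fitted to concentration-effect curves.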
# Numbers without * were called inactive; ? = inconclusive; · = no result given; [ ] = remark or other dose. Unless noted, the call rests on the fitted dose curve; in most records, active means well fitted curve in the direction sought with a large enough effect; inconclusive means small, poorly fitted or top-dose-only effect, or another doubt; inactive means no such curve, though single readings can be large; an effect the other way counts as inactive or inconclusive.
SMILES,HT1080 IDH1KD tx,KB-3-1 cytotox,D3 antag,DRD3 agonist,IL-1B inflam inh,SW480 rereplic,GLP1R ag,HT1080NT lethal,KB-V1 MDR tox
O=C(Nc1ccc(F)cc1)N(Cc1ccco1)Cc1cc2cc3c(cc2[nH]c1=O)OCO3,-5%,-9%,0,-4,?,5%,-9%,-18%,-8%
CCC(c1nnnn1C(C)(C)C)N(Cc1ccco1)Cc1cc2cccc(C)c2[nH]c1=O (stereo not drawn),-5%,-18%,-5,-6,-4,2%,-1%,0%,23µM*
CCC(=O)Nc1c(C(=O)N2CCN(c3ccc(F)cc3)CC2)oc2ccccc12,·,-8%,·,3,·,·,14%,·,0%
COP(=O)(c1ccc(N(C)C)cc1)C(O)c1ccccc1 (stereo not drawn),-2%,0%,1,-13,-22,-3%,0%,23%,16%
O=C(NCCc1c[nH]c2ccccc12)c1ccc(Br)o1,16%,9%,17,4,-1,-6%,3%,6%,?
Cc1cc(C)n(-c2ccc(OCC(=O)O)nn2)n1,0%,-10%,-12,-5,0,2%,0%,0%,?
COc1ccccc1N1CCN(c2ncnc3nc[nH]c23)CC1,3%,0%,7,1,-3,-4%,7%,4%,-13%
COc1ccc(NC(=O)CN2CC(c3ccccc3)CC2=O)cc1OC (stereo not drawn),0%,-3%,-16,0,19,-1%,3%,-2%,-6%
O=C(CN1C(=O)CCOc2ccccc21)Nc1cccc(S(=O)(=O)N2CCOCC2)c1,-6%,-6%,-20,-6,0,-7%,19%,4%,?
COC(=O)c1ccc2c(=O)n(Cc3ccc(C(=O)NC(C)C)cc3)c(=S)[nH]c2c1,0%,?,1,-5,32,?,20%,-1%,?
COc1cc([N+](=O)[O-])cc2sc(NC(=O)C3CC3)nc12,-14%,-2%,-5,0,-29,4%,-3%,-10%,-3%
N#Cc1c(-c2ccccc2)c(-c2ccccc2)n(Cc2ccco2)c1NC(=O)c1cccs1,-3%,-23%,-22,-1,-4,1%,-1%,-3%,5.6µM*
[S-]C(=Nc1ccc(Cl)cc1)N[n+]1ccccc1,22%,1%,13,4,-23,-4%,-7%,8%,5%
O=C(NNC(=O)c1cc(-c2ccccc2)nn1-c1ccccc1)c1ccccc1,-24%,-13%,-8,-1,-97*,0%,-7%,-22%,-22%
COc1ccc(-c2ccc(CCC(=O)O)n2NC(=O)c2ccc(C(C)(C)C)cc2)cc1,0%,8%,-15,1,11,-4%,26%,7%,21%
Nn1c(-c2cccc(O)c2)nnc1-c1cccc(O)c1,22%,-2%,0,6,-10,-5%,0%,0%,-5%
c1ccc(-c2ccc(C3=Nn4c(nnc4-c4cc(-c5ccccc5)n[nH]4)SC3)cc2)cc1,18µM*,?,-1,-19,62,?,0%,?,16µM*
CC(C)C(=O)NC(=S)Nc1sc2c(c1C(N)=O)CCCC2,1%,6%,-24,-1,-6,-2%,0%,-1%,16%
O=c1c(C=Nc2ccc(Cl)cc2)c[nH]n1-c1cccc(Cl)n1,-1%,-2%,-10,1,0,4%,-3%,1%,0%
Cc1ccc(NC(=O)C2CCN(C(=O)c3cccs3)CC2)c(C)c1,17%,1%,-18,-6,-7,-8%,1%,11%,?

# A draw from above in order of molecular weight, largest number first:
SMILES,HT1080 IDH1KD tx,KB-3-1 cytotox,D3 antag,DRD3 agonist,IL-1B inflam inh,SW480 rereplic,GLP1R ag,HT1080NT lethal,KB-V1 MDR tox
N#Cc1c(-c2ccccc2)c(-c2ccccc2)n(Cc2ccco2)c1NC(=O)c1cccs1,-3%,-23%,-22,-1,-4,1%,-1%,-3%,5.6µM*
O=C(CN1C(=O)CCOc2ccccc21)Nc1cccc(S(=O)(=O)N2CCOCC2)c1,-6%,-6%,-20,-6,0,-7%,19%,4%,?
CC(C)C(=O)NC(=S)Nc1sc2c(c1C(N)=O)CCCC2,1%,6%,-24,-1,-6,-2%,0%,-1%,16%
COc1cc([N+](=O)[O-])cc2sc(NC(=O)C3CC3)nc12,-14%,-2%,-5,0,-29,4%,-3%,-10%,-3%
Cc1cc(C)n(-c2ccc(OCC(=O)O)nn2)n1,0%,-10%,-12,-5,0,2%,0%,0%,?

# Continued.
SMILES,HT1080 IDH1KD tx,KB-3-1 cytotox,D3 antag,DRD3 agonist,IL-1B inflam inh,SW480 rereplic,GLP1R ag,HT1080NT lethal,KB-V1 MDR tox
COC(=O)c1cc(=O)n(Cc2cccs2)c(=NCc2cccs2)s1,0%,4%,-12,6,35,-4%,6%,23%,?
FC(F)(F)c1ccc(-c2nnc(-c3ccccn3)c(-c3ccccn3)n2)nc1,?,1%,-2,-7,-9,-9%,1%,30%,-3%
CC[C@@H]1C=C(C(=O)O)[C@H](c2ccc(OC)c(OC)c2)N1S(=O)(=O)c1ccc(C)cc1,-1%,3%,?,-36,33,-6%,3%,5%,0%
O=C(NCc1ccccc1)C(C1CC1)n1c(=O)c(-c2cc3ccccc3[nH]2)nc2ccccc21 (stereo not drawn),?,-11%,20,10,-17,·,·,23µM*,-21%
O=C(Cc1cccs1)Nc1nnc(SCc2cccc3ccccc23)s1,-2%,-1%,6,-4,20,-2%,-16%,-10%,-23%
COc1ccc(S(=O)(=O)Nc2ccc(Cc3ccncc3)cc2)cc1OC,-21%,?,12,7,?,-3%,9%,-22%,?
O=Cc1cn(-c2ccccc2)nc1-c1cccnc1,0%,-4%,-8,1,-83*,-14%,9%,-2%,-15%
CCCSc1nc(C)cc(C)c1C(N)=O,20%,8%,6,2,-6,-4%,-10%,14%,2%
CC(=O)c1ccc(NC(=O)c2ccc3c(c2)N(Cc2cccc(Cl)c2)C(=O)c2ccccc2S3(=O)=O)cc1,·,-9%,·,-2,·,·,6%,·,-18%
COc1ccc(Cn2c(=O)sc3ccccc32)cc1,-1%,-14%,1,-2,13,-6%,16%,7%,12%
CC(=O)Nc1cccc(-c2csc(C(C)(O)c3cccc(F)c3)n2)c1 (stereo not drawn),-9%,0%,?,-5,59,·,13%,-21%,-27%
Cc1c(Cc2ccccc2)sc(/N=C/c2c(O)ccc3ccccc23)c1C(N)=O,?,-11%,0,0,19,?,0%,?,?
CC(c1ccccc1)n1cc(C(=O)NCC2COc3ccccc3O2)nn1 (stereo not drawn),0%,3%,-15,-1,-18,?,3%,1%,-9%
COC(=O)c1cc(=O)n(-c2ccc(F)cc2)c(=Nc2ccc(F)cc2)s1,?,?,?,-1,-105*,?,-6%,?,?
COc1ccccc1CNC(=O)CN1C(=O)COc2ccc(S(=O)(=O)Nc3ccccc3)cc21,·,-9%,·,-10,·,·,0%,·,9%
CCOC(=O)Cn1c2ccc(F)cc2c2nc(C)sc21,-3%,4%,-7,14,-21,-10%,0%,-4%,-17%
COc1cccc(CN(C)C(=O)c2ccc(OCC(=O)N3CCOCC3)c(OC)c2)c1,8%,1%,2,-5,10,?,-3%,9%,7%
COC(=O)c1c(N)sc(Cc2ccccc2)c1C,-2%,-12%,2,-1,3,-21%,14%,-2%,18%
Clc1cccc(NCc2nnc(SCc3ccccc3)o2)c1,-7%,-2%,4,0,-3,2%,7%,-1%,5%
Cc1ccc(CNC(=O)C2CCN(S(=O)(=O)c3ccc4[nH]c(=O)ccc4c3)CC2)cc1,·,-4%,·,3,·,·,-2%,·,?
CCCCOc1ccccc1NC(=O)c1ccco1,2%,5%,4,9,-9,-4%[9.22 µM],7%,-2%,2%
N#CC1(Cc2ccc(Cl)cc2)c2ccccc2C=CN1C(=O)c1ccccc1 (stereo not drawn),-13%,2%,0,2,20,5%,-8%,0%,-7%
COc1ccc(CN2CCN(CC(O)Cn3c4ccccc4c4ccccc43)CC2)cc1 (stereo not drawn),?,?,4,-3,-57*,?,7%,18µM*,6.5µM*
CN(C)Cc1c(O)ccc2c(-c3ccccc3)cc(=O)oc12,-7%,0%,0,-3,-7,-8%,-2%,7%,1%
COc1ccc(NS(=O)(=O)c2ccc(Cl)s2)cn1,2%,9%,17,19,32,0%,-6%,8%,3%
O=Cc1ccc(OCc2nnsc2Cl)cc1,1%,1%,8,-2,-4,-3%,5%,5%,4%
C/C(=N\NC(=O)C1(C)CC1(Br)Br)c1ccc(C)cc1C (stereo not drawn),0%,·,8,-4,0,24%,9%,0%,·
COc1ccc(N2CCN(CCCNC(=O)C(=O)c3c(C)n(C)c4ccccc34)CC2)cc1,0%,-1%,?,2,-6,-3%,7%,2%,?
O=C(c1ccc(C(F)(F)F)cc1)C1CCCN(C(=O)CCc2ccncc2)C1 (stereo not drawn),-26%,-36%,13,26,-5,1%,6%,-18%,-8%
Cc1ccc(C(=O)OCC(=O)Nc2ccc3[nH]c(=O)[nH]c3c2)o1,-4%,3%,8,-5,5,-1%,2%,-1%,0%
CC(=O)Nc1ccc(N2C(=O)c3cccc4c(O)ccc(c34)C2=O)cc1,11%,0%,59,7,13,-6%,-3%,12%,7%
O=C(NC(=S)NCC1CCCO1)c1ccccc1[N+](=O)[O-] (stereo not drawn),12%,3%,4,5,21,2%,5%,13%,6%
CC1(C)Cc2c(cnn2-c2ccc(F)cc2)C(NC(=O)CCn2cncn2)C1 (stereo not drawn),-15%,14%,16,6,0,0%,-14%,3%,6%
CC(=O)Nc1ccc(NC(=O)CSc2nc3ccccc3c(=O)n2CCCN2CCOCC2)cc1,-18%,-19%,-7,10,4,7%,14%,-2%,0%
Cc1ccc(OCCNC(=O)Cc2ccc(S(=O)(=O)N3CCOCC3)s2)cc1,0%,20%,14,5,0,-6%,-4%,4%,?
CC(=O)c1cccc(NC(=O)COC(=O)COc2ccccc2C)c1,4%,2%,12,5,-8,2%,2%,6%,-11%
COCCN1Cc2cccc(C(=O)N3CCN(c4ccccc4)CC3)c2C1=O,12%,0%,4,-1,15,-3%,8%,4%,2%
CCOc1ccc(C(C)NC(=O)c2cccnc2OCC)cc1OCC (stereo not drawn),-5%,19%,12,7,3,15%,18%,8%,3%
COc1cc(/C=C/c2ccc3cccc(O)c3n2)cc(Br)c1OC,?,15µM*,-55*,-18,?,?,?,?,?

# Screening results as filed in PubChem.
